SKKanGAS inh: inhibitors of SKKanGAS S. pyogenes growth in kanamycin (SK-promoter or general growth effect); BacTiter-Glo, 6 h; inhibition, % at 7.5 µM; hit rate 1.3% among 300,000; AID 1662;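 active means mean replicate score, as percent of positive control median, at least 50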;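 further: strain carries kanamycin resistance gene driven by streptokinase promoter and grows in 40 µg/ml kanamycin; loss of luminescence reflects streptokinase promoter inhibition or plain growth inhibition; 0% = median of DMSO wells and 100% = positive control at its reference dose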
RGS4 pot: RGS4 potentiation or activation. B-score at 10 µM. AID 463111. HEK293 M3R/inducible RGS4, carbachol calcium flux Fluo4; stronger effect = lower value. hit rate 0.92% among 310,000;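 active means B-score of the integrated calcium signal more than 4 SD below the library mean, with starting fluorescence not abnormally high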;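 further: negative B-score means reduced calcium response which marks RGS4 activation or potentiation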
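test system = HEK293 cells with stable M3R and inducible RGS4 | schedule = recording 10 s baseline at 1 Hz, 100 s post-agonist | technique = Fluo4-AM (2 µM) calcium-flux fluorescence, kinetic read | measure = Agonist-evoked peak-minus-minimum fluorescence over baseline, integrated ratio, B score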
TRPC6 act: mouse TRPC6 channel activation; Q61143; HEK293-TRPC6 membrane potential dye fluorescence; stronger effect = higher value; B-score at 10 µM; hit rate 0.13% among 310,000;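 active means B-score of the integrated fluorescence ratio above library mean plus 3 SD, and starting fluorescence ratio within library mean plus 5 SD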;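 further: higher score means more depolarization so channel activation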
Target sequence (Q61143 whole entry, looked up): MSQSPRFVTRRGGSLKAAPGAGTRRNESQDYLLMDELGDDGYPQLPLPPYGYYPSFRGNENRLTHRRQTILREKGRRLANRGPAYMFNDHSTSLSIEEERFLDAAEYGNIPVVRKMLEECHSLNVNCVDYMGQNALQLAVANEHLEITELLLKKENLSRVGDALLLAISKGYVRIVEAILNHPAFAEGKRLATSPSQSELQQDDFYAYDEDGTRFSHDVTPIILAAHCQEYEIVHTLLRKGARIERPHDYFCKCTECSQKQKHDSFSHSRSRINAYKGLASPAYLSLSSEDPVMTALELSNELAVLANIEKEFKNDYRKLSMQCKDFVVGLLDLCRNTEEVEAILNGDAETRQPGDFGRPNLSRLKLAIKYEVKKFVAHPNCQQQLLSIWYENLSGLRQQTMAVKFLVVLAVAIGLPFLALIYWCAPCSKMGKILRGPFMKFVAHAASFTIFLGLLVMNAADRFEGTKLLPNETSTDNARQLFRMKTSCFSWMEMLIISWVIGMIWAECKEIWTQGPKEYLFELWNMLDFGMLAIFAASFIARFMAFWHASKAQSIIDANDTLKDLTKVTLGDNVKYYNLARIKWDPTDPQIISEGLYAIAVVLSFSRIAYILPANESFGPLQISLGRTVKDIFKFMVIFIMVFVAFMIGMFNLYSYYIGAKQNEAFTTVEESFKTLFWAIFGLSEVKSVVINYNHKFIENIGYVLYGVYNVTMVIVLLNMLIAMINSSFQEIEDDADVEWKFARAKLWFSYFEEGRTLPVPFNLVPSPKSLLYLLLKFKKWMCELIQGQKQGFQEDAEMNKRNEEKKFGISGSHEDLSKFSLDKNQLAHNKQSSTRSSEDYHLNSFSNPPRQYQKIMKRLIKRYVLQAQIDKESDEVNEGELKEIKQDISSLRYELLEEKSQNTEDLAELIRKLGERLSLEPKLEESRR
MrgX1 antag: blocks BAM8-22 activation of human MrgX1 receptor; MRGX1-HEK293 calcium flux, Fluo-4, BAM8-22 antagonism; stronger effect = lower value; B-score at 10 µM; hit rate 1.3% among 310,000; AID 588676; Q96LB2;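 active means calcium-response B-score plate-corrected more than 3 library SD below zero, starting fluorescence within 5 deviations, no agonist response on first addition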;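 further: peak minus trough fluorescence over baseline after final BAM8-22 challenge near maximal dose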
HIF activator: HIF pathway transcriptional activation | U2OS HRE-luciferase reporter, luminescence; normalized: DMSO 0%, desferrioxamine 100% | activation, % at 7.5 µM (by protocol) | hit rate 0.32% among 300,000 | AID 1910;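 active means mean activation of at least 10% of the iron chelator positive control signal, with at least half of replicates also reaching 10%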
MrgX1 agonist: human MrgX1 receptor agonism, primary screen. B-score at 10 µM. MrgX1-HEK293 cells, Fluo-4 calcium fluorescence, agonist mode; stronger effect = higher value. Q96LB2. AID 588627. hit rate 0.44% among 310,000;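 active means calcium response B-score plate-corrected fluorescence ratio at least 3 library SD, with starting fluorescence B-score inside 5 SD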
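times = overnight plating, then 30 min 37 °C plus 30 min room-temperature dye loading | assay system = stable human MrgX1 HEK293 cell line | input = fifteen thousand cells per well | signal = kinetic calcium dye fluorescence, Fluo-4 NW | dosing = compound delivered in addition one of three | read-out = B-scored fluorescence response ratio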
RGS4 block: inhibitors of human RGS4; P49798; HEK293 M3R/RGS4 inducible, Fluo-4 calcium flux; stronger effect = higher value; triggered by carbachol at its EC20; B-score at 10 µM; hit rate 0.45% among 310,000;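 active means B-score, a plate-corrected calcium signal, over three deviations above library mean, with baseline fluorescence within five deviations of library mean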;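 further: RGS4 expression induced by doxycycline in cells with stable M3 receptor; B-score is computed from the integrated fluorescence ratio over baseline after carbachol; higher B-score means a larger calcium signal and so more RGS4 inhibition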
TRPC4 inh: blocks the mouse TRPC4 cation channel; Q9QUQ5; hit rate 0.39% among 300,000; B-score at 10 µM; AID 2247; HEK293 TRPC4beta/mu-opioid, DAMGO-evoked Fluo4 calcium flux; stronger effect = lower value;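 active means B-score over 3 SD under the library average, no early fluorescence shift, positive overall ratio signal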
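Assay system: HEK293 cells with stable TRPC4beta plus mu-opioid receptor expression. Dosing: single dose. Measured by: Fluo4 Ca2+ flux fluorescence. Also added: DAMGO in two steps, submaximal then maximal. Read-out: B score from integrated Fluo4 fluorescence ratio.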
MrgX1 PAM: human MrgX1 positive allosteric modulation, primary screen; Q96LB2; MrgX1-HEK293, Fluo-4 calcium flux, FDSS; stronger effect = higher value; B-score at 10 µM; hit rate 0.63% among 310,000; AID 588675;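 active means plate-corrected calcium response at least 3 library SD above typical, normal starting fluorescence, not activating the receptor alone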;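 further: compound read alongside a low EC10 to EC30 dose of BAM8-22 agonist; peak minus trough fluorescence over baseline measured at the second addition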
TRPC6 inhibitor: inhibitors of mouse TRPC6 channel; HEK293-TRPC6, membrane potential dye, ACh-evoked depolarization; stronger effect = lower value; B-score at 10 µM; hit rate 1.1% among 310,000; AID 2553;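 active means B-score under library mean minus 3 SD, initial fluorescence not abnormally high, positive integrated signal ratio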;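 further: B-score derived from integrated fluorescence ratio over the kinetic read; more negative B-score means stronger inhibition of depolarization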
Platelet DG rel: platelet dense granule release activity | human platelet-rich plasma, SFLLRN dense granule ATP release, luminescence | inhibition, %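 (compounds screened at 7.5 µM in platelet-rich plasma)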 | hit rate 0.22% among 300,000 | AID 1663;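 active means mean replicate score, as percent of positive control, at or above 50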
Active calls of the source: *; i = inactive; · = not tested or not shown. Compounds as they come (roughly 6.1% active in at least one column).

SMILES | SKKanGAS inh | RGS4 pot | TRPC6 act | MrgX1 antag | HIF activator | MrgX1 agonist | RGS4 block | TRPC4 inh | MrgX1 PAM | TRPC6 inhibitor | Platelet DG rel
COc1ccc(S(=O)(=O)N(CC(=O)NCc2ccco2)c2ccccc2)cc1OC | 0 | i | i | i | 0.8 | i | i | i | i | i | 2
Cc1cnc(NC(=O)CSC(=S)N2CCOCC2)s1 | 2 | i | i | i | 0.1 | i | i | i | i | i | 3
O=C(Nc1ccncc1)c1cccc(S(=O)(=O)N2CCN(c3ccc(F)cc3)CC2)c1 | -8 | i | i | i | 0.4 | i | i | i | i | i | -5
Cn1nc(OCCOc2ccccc2)ccc1=O | -12 | i | i | i | -0.1 | i | i | i | i | i | -7
COc1cc(CN2CCC(C(=O)NC3CCCC3)CC2)ccc1O | -7 | i | i | i | 0.0 | i | i | i | i | i | -5
CCCNC(=O)CSc1nc2ccccc2c(=O)n1CCC | 4 | i | i | i | 0.1 | i | i | i | i | i | -1
CCc1cccc(C)c1NC(=S)N1CCCCC1c1cccnc1 (centres undefined) | -3 | i | i | i | 0.6 | 28* | i | i | i | i | 2
Cc1ccc(S(=O)(=O)NCC2CCCO2)cc1[N+](=O)[O-] (centres undefined) | 5 | i | i | i | -0.3 | i | i | i | i | i | -5
Cn1nc(NC(=O)CC(C)(C)CC(=O)O)c2ccccc21 | -9 | i | i | i | -0.4 | i | i | i | i | i | -9
Cc1ccc(NC(=O)CN(C)C(=O)CSc2nc3ccccc3o2)cc1 | -3 | i | i | i | 0.5 | i | i | i | i | i | 6
CCC1(C)Cc2ccccc2-c2nc(NCCO)[nH]c(=O)c21 (centres undefined) | -8 | i | i | i | -0.4 | i | 8* | i | i | i | 5
CC1(C)CC(=O)c2cc3c(nc2C1)CC(C)(C)CC3=O | 0 | i | i | i | -0.1 | i | i | i | i | i | 12
COc1ccccc1NC(=O)CSc1nnc(-c2ccncc2)o1 | -7 | i | i | i | -0.4 | i | i | i | i | i | 2
CN(C)S(=O)(=O)c1ccc(NC=O)cc1 | -1 | i | i | i | -0.4 | i | i | i | i | i | 0
O=c1cnc2ccccc2n1CC1CCCCC1 | 13 | i | i | i | 0.6 | i | i | i | i | i | -11
CC1(C)CC(NS(=O)(=O)c2ccc(S(N)(=O)=O)cc2)CC(C)(C)N1 | 3 | i | i | i | -1.1 | i | i | i | i | i | -4
N#Cc1c(N2CCN(C(=O)c3ccccc3)CC2)nc(-c2ccccc2)c2c1CCCC2 | 37 | -7.9* | i | i | 0.2 | i | i | i | i | i | 3
CC(OC(=O)c1ccc2c(c1)C(=O)N(Cc1ccncc1)C2=O)C(=O)Nc1cccc(Cl)c1Cl (centres undefined) | 2 | i | i | i | -0.4 | i | i | i | i | i | -10
Cc1ccccc1N(C(=O)c1snc(C(N)=O)c1N)C(C(=O)NC1CCCC1)c1ccco1 (centres undefined) | 4 | i | i | · | -11 | · | i | -8* | · | i | -15
CS(=O)(=O)c1sc2nc(-c3ccccc3)cc(-c3ccccc3)c2c1N | 23 | i | i | i | 2.0 | i | i | i | i | i | 3
Cc1cc(C)n2c(Br)c(CSc3nc4ccccc4o3)nc2n1 | -3 | i | i | i | 3.1 | i | i | i | i | i | 7
O=c1[nH]c2ccccc2nc1/C=C/c1ccc(O)cc1 | 4 | i | i | · | 1.6 | · | i | i | · | i | 35
CC(C)(C)NC(=O)CSC(=Nc1cccc(F)c1)NC#N | 1 | i | i | i | -1.8 | i | i | i | i | i | 9
COc1ccc(OC)c(Cc2nnc(CCC(=O)NC3CCCCC3)o2)c1 | -6 | i | i | i | 0.8 | i | i | i | i | i | -1
Cc1ccc(C)c(S(=O)(=O)N2CCCCC2CCNC(=O)C(=O)NCc2ccccc2)c1 (centres undefined) | 3 | i | i | i | 0.8 | i | i | i | i | i | -5
O=S(=O)(NNc1ccc(F)cc1F)c1cccc(Cl)c1 | -7 | i | i | i | 0.1 | i | i | i | i | i | -2
Cc1ccc(O)c(NC(=O)c2ccco2)c1 | 9 | i | i | i | 1.8 | i | i | i | i | i | 7
c1cncc(CSc2nnc(-c3cccnc3)n2Cc2ccco2)c1 | -12 | i | i | · | -0.6 | · | i | i | · | i | 1
CCN(CC)c1ccc(NC(=O)CCNC(=O)c2ccco2)cc1 | -2 | i | i | i | 0.1 | i | i | i | i | i | 3
COc1cccc(/C=C/C(=O)OCC(=O)c2ccc3c(c2)NC(=O)CO3)c1OC | 0 | i | i | i | -0.5 | i | i | i | 11* | i | -4
Cc1ccc(NC(=O)N2CCC(C(N)=O)CC2)cc1 | 0 | i | i | i | · | i | i | i | i | i | 5
O=C(CCc1ccccc1)N/N=C\C1CC=CCC1 (centres undefined) | 3 | i | i | i | -0.6 | i | i | i | i | i | 2
CSc1ccccc1NC(=O)c1noc2c1CCC2 | 1 | i | i | i | 1.6 | i | i | i | i | i | 0
O=C(NCc1ccc(F)cc1)c1ccc(CS(=O)(=O)Cc2ccccc2F)o1 | -5 | i | i | i | -0.2 | i | i | i | i | i | -1
CN(Cc1ccccc1)C(=O)CSc1n[nH]c(N)n1 | 1 | i | i | i | 0.3 | i | i | i | i | i | 1
Cc1cccc(C(=O)Nc2sc(-c3ccccc3)cc2C(=O)O)c1 | 12 | i | i | i | 2.8 | i | i | -6* | i | i | 0
CCOC(=O)[C@@H]1[C@H]2COc3ccc(Br)cc3[C@@H]2N2C(=O)N(c3ccc(C(F)(F)F)cc3)C(=O)[C@]12C | 5 | i | i | i | -3.0 | i | i | i | i | i | -1
O=C(OCC1CC(c2ccccc2)=NO1)c1ccc(Br)cc1 (centres undefined) | 0 | i | i | i | 0.4 | i | i | i | i | i | 7
CCc1ccc(NC(=O)c2cc(-c3ccco3)on2)cc1 | -5 | i | i | i | 1.3 | i | i | i | i | i | -4
O=C1NC2(CCCCC2)C(=O)N1c1cccc(Cl)c1 | -5 | i | i | i | -1.6 | i | i | i | i | i | -2
COc1ccc(-c2ccc(SCc3ccccn3)nn2)cc1OC | -8 | i | i | i | 1.2 | i | i | i | i | i | 11
CC(=O)c1cccc(NC(=O)COC(=O)c2cccc(N3C(=O)c4ccccc4C3=O)c2)c1 | -7 | i | i | i | -0.2 | i | i | i | i | i | -6
O=C(COc1cc2oc(=O)c3c(c2cc1Cl)CCC3)NCCCN1CCCC1=O | -9 | i | i | i | -0.5 | i | i | i | i | i | 21
COc1ccc(OC)c(NC(=O)CSc2ccccc2)c1 | -4 | i | i | i | 1.1 | i | i | i | i | i | 3
CNC(=O)c1nn(-c2ccc(C)cc2)ccc1=O | -4 | i | i | i | -0.4 | i | i | i | i | i | -5
CC1(C)CC(=O)C(/C=N/c2ccccn2)=C(O)C1 | 0 | i | i | i | -0.1 | i | i | i | i | i | 2
CC(C)C[C@H](CO)Nc1nc(N(C)c2cccc(Cl)c2)c2ncn(C(C)C)c2n1 | 14 | i | i | i | 0.1 | i | i | i | i | i | 2
O=C(Nc1cnccn1)c1csc2ccccc12 | -3 | i | i | i | · | i | i | i | i | i | 3
CSCCC(NC(=O)c1ccco1)C(=O)OCc1cc([N+](=O)[O-])cc2c1OCOC2 (centres undefined) | 6 | i | i | i | 0.2 | 28* | i | i | i | i | -2
O=C(NCC1CC1)C1(C(F)(F)F)CC(CCCO)CCCO1 (centres undefined) | -6 | i | i | i | 0.8 | i | i | i | i | i | 4
CC1=C(C(=O)N2CCOCC2)C(c2ccc(Cl)cc2)NC(=S)N1 (centres undefined) | · | i | i | i | 0.3 | i | i | i | i | i | -1
CCCCNS(=O)(=O)c1cc2c3c(c1)CCN3C(=O)CC2 | 0 | i | i | i | 0.0 | i | i | i | i | i | -8
COC(CNS(=O)(=O)c1cccc2nonc12)OC | -6 | i | i | i | 0.1 | i | i | i | i | i | 2
Cc1ccc(C(=O)NCCCNC(=O)COc2ccc(Cl)cc2)cn1 | -1 | i | i | i | 0.2 | i | i | i | i | i | 4
O=C(Nc1ccccc1)N1CCC(C(=O)N2CCN(c3ccccc3F)CC2)CC1 | 10 | i | i | i | 0.6 | i | i | i | i | i | -4
CCOC(=O)c1ccc(Nc2c(OCC)c(=O)c2=O)cc1 | 5 | i | i | i | -0.1 | i | i | i | i | i | -1
CC1(C)CC(=O)C2=C(C1)N(Cc1cccnc1)C(=O)C2(NC(=O)C1CC1)C(F)(F)F (centres undefined) | -2 | i | i | i | 0.0 | i | i | i | i | i | 1
COc1ccc(CCN(CC(=O)NCc2ccc(F)cc2)C(=O)c2snc(C(N)=O)c2N)cc1OC | 1 | i | i | i | 0.6 | i | i | i | i | i | 0
COc1ccc(C2C(C(=O)NCCN3CCOCC3)c3ccccc3C(=O)N2C2CCCCC2)cc1 (centres undefined) | -3 | i | i | i | -0.6 | i | i | i | i | i | -1
COc1ccc(CC(=O)NNC(=O)c2ccco2)cc1 | -4 | i | i | i | -9.4 | i | i | i | i | i | 2

Continued:
SMILES | SKKanGAS inh | RGS4 pot | TRPC6 act | MrgX1 antag | HIF activator | MrgX1 agonist | RGS4 block | TRPC4 inh | MrgX1 PAM | TRPC6 inhibitor | Platelet DG rel
O=C(CCc1ccncc1)NC1CCCc2c1cnn2-c1cc(F)cc(F)c1 (centres undefined) | -17 | i | i | i | -0.3 | i | i | i | i | i | -6
CC(C)C(=O)Nc1c(-c2ccccc2)c(=O)c2ccccc2n1C | -3 | i | i | i | · | i | i | i | i | i | ·
N/C(=N\OCc1ccccc1)c1nonc1N | 2 | i | i | i | 3.5 | i | i | i | i | i | 33
COCOc1ccc(C2CC(=O)c3c(OCOC)cc(OCOC)cc3O2)cc1 (centres undefined) | -2 | i | i | i | 0.4 | i | i | i | i | i | -3
CCCn1c(-c2ccncc2)n[nH]c1=S | 0 | i | i | i | 0.1 | i | i | i | i | i | -3
O=C(CCc1ccccc1)Nc1cccnc1 | -2 | i | i | i | 0.8 | i | i | i | i | i | -1

Compound activity deposited in PubChem BioAssay by several laboratories.
